ADAM10 inh – inhibits human ADAM10; O14672; recombinant ADAM10, EDANS/DABCYL FRET peptide cleavage, 3 h; inhibition, % at 7 µM; actives 0.62% (n = 370,000);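 active = inhibition above a per-campaign cutoff equal to the mean of compounds falling between control-based bounds plus 3 SD, cut at about 20% in these data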;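 also: 0% = DMSO wells while the 100% control is not disclosed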
DDE Tn6 FP inh – inhibitors of Tn6 peptide binding to human fibrin DD(E); P02675; Fibrin DD(E) TRITC-Tn6 fluorescence polarization displacement; inhibition, % at 8.3 µM; actives 0.21% (n = 370,000); AID 720509;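 active = inhibition above a per-campaign cutoff: mean of compounds within control limits plus 3 SD, cut at about 15% in these data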;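 also: 0% = median of all compound wells on the plate and 100% = blocking peptide control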
PLCg1 inh – blocks human PLC-gamma1 enzyme activity; P19174; purified PLC-gamma1, fluorogenic substrate, fluorescence; inhibition, % at 12.2 µM; actives 0.84% (n = 370,000); AID 720700; in the data active = inhibition above about 9.5%
Target sequence (P19174 whole entry, looked up): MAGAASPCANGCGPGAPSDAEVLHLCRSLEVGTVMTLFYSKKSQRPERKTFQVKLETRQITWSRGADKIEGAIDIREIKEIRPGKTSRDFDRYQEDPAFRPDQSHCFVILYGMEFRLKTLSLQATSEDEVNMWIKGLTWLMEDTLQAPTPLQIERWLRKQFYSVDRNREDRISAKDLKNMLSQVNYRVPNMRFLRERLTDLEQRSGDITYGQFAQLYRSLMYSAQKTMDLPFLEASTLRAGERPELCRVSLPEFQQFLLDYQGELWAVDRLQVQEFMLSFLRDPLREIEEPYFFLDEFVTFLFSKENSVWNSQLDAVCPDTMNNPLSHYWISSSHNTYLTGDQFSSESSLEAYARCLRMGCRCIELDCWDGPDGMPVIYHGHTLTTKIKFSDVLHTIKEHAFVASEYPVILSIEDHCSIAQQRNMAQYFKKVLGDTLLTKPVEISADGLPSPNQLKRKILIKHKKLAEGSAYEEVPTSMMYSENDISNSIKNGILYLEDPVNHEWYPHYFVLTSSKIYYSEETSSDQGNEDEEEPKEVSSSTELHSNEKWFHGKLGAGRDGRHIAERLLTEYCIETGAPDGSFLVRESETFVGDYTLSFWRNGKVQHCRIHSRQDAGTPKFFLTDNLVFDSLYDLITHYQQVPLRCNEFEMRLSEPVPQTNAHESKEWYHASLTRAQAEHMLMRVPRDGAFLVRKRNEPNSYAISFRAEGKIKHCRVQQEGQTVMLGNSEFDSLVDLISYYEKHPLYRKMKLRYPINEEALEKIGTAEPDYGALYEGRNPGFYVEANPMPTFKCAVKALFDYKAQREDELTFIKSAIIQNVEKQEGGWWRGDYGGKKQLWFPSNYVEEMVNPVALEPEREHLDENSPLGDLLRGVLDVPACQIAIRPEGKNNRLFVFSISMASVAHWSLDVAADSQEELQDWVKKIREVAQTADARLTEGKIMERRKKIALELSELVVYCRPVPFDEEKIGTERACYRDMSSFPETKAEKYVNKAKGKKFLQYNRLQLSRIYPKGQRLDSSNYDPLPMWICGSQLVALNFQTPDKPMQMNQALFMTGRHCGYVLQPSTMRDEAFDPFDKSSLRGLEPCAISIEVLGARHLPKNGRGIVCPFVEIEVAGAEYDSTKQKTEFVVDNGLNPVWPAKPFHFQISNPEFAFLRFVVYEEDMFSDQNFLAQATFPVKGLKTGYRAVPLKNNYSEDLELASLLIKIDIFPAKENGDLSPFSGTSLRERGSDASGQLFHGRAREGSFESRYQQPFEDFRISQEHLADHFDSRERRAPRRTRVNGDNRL
PLC-beta3 inh – PLC-beta3 (human) inhibition, primary screen; Q01970; Purified PLC-beta3, fluorogenic substrate, fluorescence; actives 0.18% (n = 370,000); inhibition, % at 12.2 µM; in the data active = inhibition above about 11%;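 also: 0% = median of compound wells on plate and 100% = full blocker control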
ADAM17 inh – ADAM17 inhibition, QFRET primary screen | P78536 | recombinant ADAM17, EDANS/DABCYL FRET peptide cleavage | inhibition, % at 6.95 µM | actives 0.83% (n = 370,000) | AID 720648;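 active = inhibition above the mean of compounds lying between control limits plus 3 SD, set per campaign, cut at about 8.5% in these data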;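 also: 0% = DMSO-only wells as the low control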
ASAP1 GAP inh – inhibitors of human ASAP1 ArfGAP activity | Q9ULH1 | ASAP1-stimulated ARF1 GTP hydrolysis, GDP FP detection | inhibition, % at 16.5 µM | actives 0.19% (n = 360,000) | AID 624377; in the data active = inhibition above about 25%;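 also: 0% = vehicle with enzyme and substrate and 100% = no enzyme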
SIAE primary – inhibitors of human sialic acid acetylesterase SIAE. Q9HAT2. SIAE FP-Rh probe binding, fluorescence polarization. inhibition, % at 9.66 µM. actives 0.69% (n = 370,000). AID 1053197;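 active = inhibition above a cutoff: mean of compounds within the control limits plus 3 SD of those, cut at about 17% in these data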;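 also: 0% = plate median of compound wells and 100% = probe without SIAE protein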
TDP2 absorb – TDP2 (human) inhibition, absorbance primary screen | inhibition, % at 12.8 µM | actives 0.34% (n = 370,000) | recombinant TDP2, T5PNP hydrolysis, p-nitrophenol absorbance 415 nm | O95551;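 active = inhibition above the mean of all tested compounds plus 3 SD, set per campaign, cut at about 25% in these data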;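 also: 0% = DMSO with enzyme and 100% = buffer with substrate but no TDP2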
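Evaluation: % inhibition relative to enzyme-containing and enzyme-free wells. Material: recombinant human TDP2. Benchmarks: enzyme-free and DMSO wells. Timing: enzyme reaction with compound for 2 h at 37 °C. Compound dosing: 12.8 µM only. Measured by: p-Nitrophenol epi absorbance. Reagent: T5PNP substrate at 5 mM, a TopII-DNA adduct mimic. Replication: single well per compound.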
ARFGAP1 inh – inhibits rat ARF GTPase activating protein 1; Q62848; Arfgap1-stimulated ARF1 GTP hydrolysis, GDP FP detection; inhibition, % at 16.5 µM; actives 0.26% (n = 360,000); AID 651572;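 active = inhibition above a per-plate limit, mean inhibition of low control wells plus 3 SD, cut at about 25% in these data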;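 also: 0% = DMSO wells with enzyme and 100% = wells lacking Arfgap1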
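Material: rat Arfgap1 GAP domain (His6, aa 1-136), purified enzyme. Also added: human ARF1(Δ1-17)-GTP substrate. Compound dosing: 16.5 µM single point, 1.26% DMSO. Timing: enzyme reaction 120 min at 25 °C after 20 min preincubation. Signal: GDP detection by fluorescence polarization. Read-out basis: percent inhibition of GAP-stimulated GDP formation, scaled between DMSO and no-Arfgap1 medians.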
DDE Tn7 FP inh – inhibitors of Tn7 peptide binding to human fibrin DD(E); P02675; FP displacement of FITC-Tn7 peptide from fibrin DD(E); 0% = median of compound wells per plate; inhibition, % at 8.3 µM; actives 0.13% (n = 370,000);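 active = inhibition above the mean of compounds falling within the control limits plus 3 SD of them, cut at about 14% in these data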;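 also: 0% = plate median of compound wells and 100% = 10 µM Aha-Tn7 peptide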
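Also added: labelled Tn7 tracer, 0.1 µM; Assay system: human fibrin DD(E) protein; Amount: 2 µM fibrin DD(E); Schedule: 10 min compound pre-incubation, 3 h probe incubation at room temperature; Repeats: one replicate per compound; Read-out basis: percent inhibition; Measured by: fluorescence polarization of the labelled Tn7 tracer.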
Numbers without * were called inactive. Hits appear at their usual frequency; about 3.6% have a hit in one of these screens.

ADAM10 inh | DDE Tn6 FP inh | PLCg1 inh | PLC-beta3 inh | ADAM17 inh | ASAP1 GAP inh | mol | SIAE primary | TDP2 absorb | ARFGAP1 inh | DDE Tn7 FP inh
4 | 3 | 0 | 3 | 0 | -6 | COc1ccc(Cl)cc1S(=O)(=O)N1CCCC1=O | -4 | 8 | 5 | 0
2 | 1 | 1 | 3 | -1 | 4 | O=C(CSc1nnc(-c2cccnc2)n1C1CCCCC1)NC1CCCC1 | 8 | 15 | 6 | 3
-6 | -1 | -5 | -1 | -4 | 0 | COc1ccc(C(=O)OCC2CC(c3ccccc3)=NO2)cc1OC (stereo not drawn) | 11 | -6 | 3 | 5
-16 | -1 | -15 | -24 | -1 | 8 | Cc1cc(/C=N/Nc2nc(N3CCOCC3)nc(N3CCOCC3)n2)c(C)n1-c1ccccc1 | 4 | -2 | 2 | -5
-2 | -3 | 2 | 2 | -1 | -1 | COc1ccccc1NS(=O)(=O)c1cccc(N=C2N=C(N)c3ccccc32)c1 | -2 | 6 | -3 | 6
-11 | -4 | 1 | -1 | -5 | -3 | Cc1ccc(OCCC(=O)NNC(=O)c2ccccc2F)cc1 | 4 | 7 | 3 | -2
-2 | -5 | 1 | -10 | -3 | -2 | CCN(CC(=O)NCc1ccc(F)cc1)Cc1nc2ccccc2c(=O)[nH]1 | 0 | 11 | -2 | -3
12 | 0 | 1 | 3 | 2 | 7 | CCC(CC)C(=O)Nc1ccc(Sc2ccc([N+](=O)[O-])cc2)cc1 | -2 | -9 | 6 | -6
5 | 0 | -1 | -3 | -1 | -3 | O=C(CCCCCNC(=O)c1ccccc1)N/N=C/c1ccco1 | 2 | -8 | -8 | 12
-8 | 1 | -1 | -4 | 2 | -10 | CCOC(=O)N1CCN(C(=O)COC(=O)Cc2ccc(OC)cc2)CC1 | -2 | 2 | -12 | 1
-10 | -3 | 2 | 0 | -2 | -7 | CCCCCC(=O)N1C[C@H](O)[C@@H](n2cc(-c3ccc(F)cc3)nn2)C[C@@H]1c1ccccc1 | -3 | 4 | 1 | 6
-5 | -2 | 0 | -3 | -4 | -9 | CCOC(=O)c1cnn(-c2ncnc3sc4c(c23)CCC4)c1N | 10 | 10 | -4 | -3
-8 | 2 | 0 | -7 | -1 | 4 | COc1c(C)cc(C(=O)C2CCCN(C(=O)c3cc(C4CC4)[nH]n3)C2)cc1C (stereo not drawn) | 0 | -1 | -6 | -1
1 | -2 | 1 | 0 | 0 | -6 | CN(CC(=O)Nc1ccc(SC(F)F)cc1)C1CCCCC1 | -4 | 3 | 10 | -4
-8 | 0 | 0 | 2 | 0 | -2 | CCCn1c(N2CCN(S(=O)(=O)Cc3ccccc3)CC2)nc2ccccc21 | 1 | 2 | 11 | -5
6 | 0 | 7 | 2 | 5 | 7 | N#Cc1ccc(/C=N/NC(=O)CCc2ccc(S(=O)(=O)N3CCOCC3)cc2)cc1 | -3 | -4 | 5 | -8
-1 | 0 | 1 | 4 | -1 | 3 | COc1ccc(NC(=O)Cn2c(-c3ccccc3)cc(C(C)=O)c2C)c(OC)c1 | 4 | 0 | 7 | -2
-30 | 2 | -18 | -30 | -14 | -9 | Cc1cc(OCC(=O)Nc2ccccn2)c2c(C)c(C)c(=O)oc2c1 | -2 | 4 | -16 | 4
0 | 3 | 4 | -12 | 2 | -3 | Cc1ccc(C2=NN(CCC(=O)NCCCN3CCOCC3)C(=O)CC2)cc1 | -1 | -2 | -8 | -6
-4 | 9 | -3 | -5 | -3 | -18 | Cc1ccc(S(=O)(=O)CCC(=O)OC(C)C(=O)NC2CCCCC2C)cc1 (stereo not drawn) | 6 | 11 | -9 | 6
-16 | 5 | 0 | 2 | -4 | -9 | CCC(=O)N1CCCC(C(=O)Nc2ccc3cn[nH]c3c2)CC1 (stereo not drawn) | 8 | 4 | 2 | 3
16 | -4 | 5 | 2 | 7 | 9 | CCN(Cc1ccccc1)S(=O)(=O)c1cc(C(=O)NC(C)C2CC3CCC2C3)ccc1OC (stereo not drawn) | -9 | 3 | -4 | 2
-1 | -3 | -3 | -8 | -1 | 1 | COC(C(=O)Nc1ccnn1C1CCN(Cc2ccc(C)s2)CC1)c1ccccc1 (stereo not drawn) | -3 | -8 | -3 | 2
-9 | 4 | 5 | 0 | -5 | -7 | COc1ccc(CCNC(=O)c2cc(S(=O)(=O)N3CCOCC3)ccc2N2CCCC2)cc1OC | 10 | 0 | 1 | 3
-6 | 2 | -2 | -4 | -5 | 12 | CCc1nnc(NC(=O)Cn2nc(-c3ccccc3OC)ccc2=O)s1 | 10 | -2 | 7 | -6

Among those listed so far, these have a thiophene ring, fused or not.
ADAM10 inh | DDE Tn6 FP inh | PLCg1 inh | PLC-beta3 inh | ADAM17 inh | ASAP1 GAP inh | mol | SIAE primary | TDP2 absorb | ARFGAP1 inh | DDE Tn7 FP inh
-5 | -2 | 0 | -3 | -4 | -9 | CCOC(=O)c1cnn(-c2ncnc3sc4c(c23)CCC4)c1N | 10 | 10 | -4 | -3
-1 | -3 | -3 | -8 | -1 | 1 | COC(C(=O)Nc1ccnn1C1CCN(Cc2ccc(C)s2)CC1)c1ccccc1 (stereo not drawn) | -3 | -8 | -3 | 2

Next section
ADAM10 inh | DDE Tn6 FP inh | PLCg1 inh | PLC-beta3 inh | ADAM17 inh | ASAP1 GAP inh | mol | SIAE primary | TDP2 absorb | ARFGAP1 inh | DDE Tn7 FP inh
-7 | -5 | -7 | -1 | -5 | -12 | CC1Cc2ccccc2N1c1ncnc2c1nnn2Cc1ccccc1Cl (stereo not drawn) | -1 | -1 | 12 | 0
-4 | 4 | 3 | 1 | -1 | -7 | O=C(Cn1c(C(F)(F)F)nc2ccccc21)N1CCCC1 | -1 | -7 | -3 | 5
5 | 0 | 2 | 3 | -2 | -3 | COc1ccc(C(=O)/C=C(\N)C(F)(F)F)c(O)c1 | 7 | -11 | 5 | -2
-53 | 5 | -2 | -3 | -13 | 12 | C=C(C)CNC(=S)Nc1nc2c(cc1C(=O)OCC)CCCC2 | -6 | 3 | -9 | -4
2 | 6 | 0 | -6 | -1 | 13 | CCOc1ccc(Cl)cc1CNCCCSc1ncccn1 | 8 | 17 | -13 | 0
-1 | 0 | -1 | 3 | 1 | -12 | S=C(Cc1ccc(Cl)cc1)N1CCOCC1 | 1 | 5 | 10 | 2
-267 | -8 | -52 | -71 | -87 | 4 | CN(C(=O)Nc1cnc2ccccc2c1)c1ccccc1 | 7 | 5 | -8 | -1
-3 | -3 | -5 | -12 | -5 | 9 | COCCN(Cc1cn[nH]c1-c1ccc2cc(OC)ccc2c1)C(C)C | -3 | -4 | -1 | -3
3 | -1 | -3 | -4 | 2 | 1 | Cc1onc(-c2ccccc2)c1C(=O)NC(=S)NNC(=O)c1ccco1 | 0 | 3 | 5 | 4
-3 | 1 | -2 | -1 | 2 | 3 | O=C(CSc1nnc(NC(=O)c2c(F)cccc2F)s1)NC1CCCC1 | 2 | 22 | 6 | -4
-46 | -2 | -59 | -80 | -14 | -2 | CCc1ccc2[nH]c(=O)c(C3C(C#N)=C(N)Oc4c3ccc3cccnc43)cc2c1 (stereo not drawn) | 9 | -12 | -10 | -1
-4 | 4 | 2 | -45 | -3 | 0 | CC(=O)c1ccc(S(=O)(=O)Nc2ccc3c(c2)OCO3)cc1 | 8 | -13 | -9 | 0
-2 | -5 | -1 | -6 | -6 | 0 | CC1SC(C)C(=O)N(CC(=O)NC2CCCCC2)C1=O (stereo not drawn) | -4 | 16 | 4 | 2
-24 | 1 | -4 | -18 | -9 | -8 | Cc1ccc(C)c2[nH]c(=O)c(CN(Cc3cccnc3)C(=S)NCc3ccco3)cc12 | 7 | 8 | -6 | 7
-2 | -4 | -1 | -7 | -4 | -6 | N#Cc1ccc(OCC(=O)Nc2ccc3[nH]c(=O)[nH]c3c2)cc1 | 0 | 3 | -10 | 7
-8 | 9 | 2 | -2 | -5 | 3 | O=C([C@H]1O[C@@H](n2ccc(=O)[nH]c2=O)[C@H](O)[C@@H]1O)N1CCC(F)(F)CC1 | -2 | -1 | -3 | 0
1 | 6 | 6 | -3 | -4 | 6 | CC(=O)NC(CC(=O)O)c1ccc(F)cc1 (stereo not drawn) | -4 | 3 | -8 | -2
1 | 5 | -3 | -4 | -1 | -4 | COc1ccc(/C(C)=N/NC(=S)Nc2cc(C)ccc2C)cc1 | 7 | -1 | 1 | 5
-11 | -1 | -88 | -121 | -2 | -4 | COc1cc(OC)c2ccc(=O)oc2c1C(CC(=O)N1CCCC(C)C1)c1ccc2c(c1)OCO2 (stereo not drawn) | 2 | 4 | -6 | 2
-6 | 0 | -3 | -1 | -3 | 0 | CC1(C)CC(CC(=O)O)C(=O)O1 (stereo not drawn) | 5 | 6 | 6 | 8
11 | 4 | 1 | -5 | -1 | 9 | CCOc1ccc(CC(=O)NCC2(N3CCCCC3)CCCCC2)cc1 | -3 | -13 | 3 | -4
1 | -4 | 1 | -1 | -4 | -8 | CC(C)CC(=O)c1c[nH]c(C(=O)NCCc2ccccn2)c1 | -1 | 0 | 2 | 5
-4 | -1 | 0 | 2 | 3 | 1 | O=C(NCC(O)CN1CCOCC1)c1ccc([N+](=O)[O-])cc1 (stereo not drawn) | 4 | 0 | 1 | -3

Arranged by molecular weight (smallest number first): part of the list above
ADAM10 inh | DDE Tn6 FP inh | PLCg1 inh | PLC-beta3 inh | ADAM17 inh | ASAP1 GAP inh | mol | SIAE primary | TDP2 absorb | ARFGAP1 inh | DDE Tn7 FP inh
-267 | -8 | -52 | -71 | -87 | 4 | CN(C(=O)Nc1cnc2ccccc2c1)c1ccccc1 | 7 | 5 | -8 | -1
1 | -4 | 1 | -1 | -4 | -8 | CC(C)CC(=O)c1c[nH]c(C(=O)NCCc2ccccn2)c1 | -1 | 0 | 2 | 5
-3 | -3 | -5 | -12 | -5 | 9 | COCCN(Cc1cn[nH]c1-c1ccc2cc(OC)ccc2c1)C(C)C | -3 | -4 | -1 | -3

Assay outcomes (PubChem)
